BRCA1 expr up: activators of BRCA1 expression; MCF7-BRCA1-FFLuc reporter, luminescence, 48 h; response scale: scaled: vehicle 0%, 10 µM genistein 100%; Potency, µM (titrated, usually from 46.1 µM), without a hit: top-dose activation, usual class: activators; hit rate 1.1% among 380,000; AID 624202; active means well fitted activation curve with a large enough effect; inconclusive means small, poorly fitted or top-dose-only effect; inactive means no such curve, though single readings can be large or run the other way; further: nearly all actives have a fitted effect of over 80% in size; some results filed as inactive show a strong effect at the top dose
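MCF7-BRCA1-FFLuc cells, 2000/well in phenol-red-free MEM, attached 2 h then treated 48 h at 37 C. Luciferase luminescence read 15 min after reagent; normalized to genistein maximum activation (10microM) and DMSO, concentration-response fitted.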
* hit, by the source's call; ? = inconclusive. Potency means the concentration at half of the fitted maximal effect. These rows are one share of the data; rates above refer to the full screens.

SMILES | BRCA1 expr up
COc1cc(OC)cc(C2=Cc3ccc(OC)cc3C(CC(C)=O)N2c2ccc(-c3cccs3)cc2)c1 (stereo not drawn) | -42%
Cc1ccc(NC(=O)C2(C)CCN2C(=O)Cc2ccccc2)cc1C (stereo not drawn) | 0%
COCCNC(=O)C1(C)CCCN(C(=O)c2ccc3c(c2)OCO3)C1 (stereo not drawn) | 2%
CCOC(=O)c1ccc(NC(=S)P(=O)(c2ccccc2)c2ccccc2)cc1 | -1%
Cc1ccc(C)c2c(/C=C/c3ccc(N(C)C)cc3)ccnc12 | -2%
CCOC(=O)[C@]12CCC=C1N(Cc1cccc3ccccc13)C(=O)[C@H](CC(=O)N1CCC(c3ccccc3)CC1)C2 | -14%
Cc1ccc(CN2C(=O)c3ccccc3C2c2nnnn2-c2ccc3c(c2)OCCO3)cc1 (stereo not drawn) | -4%
CCOC(=O)C1CCCN(C(=O)c2cncc(Br)c2)CC1 (stereo not drawn) | 12%
Cc1ccc(Nc2nc(N)nc(N)c2N=O)cc1C | 24%
COc1ccccc1Cc1c(C2CCCCC2)nc2c3ccccc3ccn12 | 20%
O=C1N2CCCCC1(c1ccccc1)CCCC2 | 1%
CC(=O)c1ccc(Nc2nc(C(N)Cc3ccc(C(F)(F)F)cc3)cs2)cc1 (stereo not drawn) | -39%
COc1ccccc1NC(=O)Nc1nc(C(N)Cc2ccc(C(F)(F)F)cc2)cs1 (stereo not drawn) | -70%
CC1(C(=O)NS(=O)(=O)c2cccc(OC(F)F)c2)CCN1C(=O)c1ccco1 (stereo not drawn) | 0%
O=C(Nc1cc(C(F)(F)F)ccc1N1CCCCC1)C1=COCCO1 | -12%
CCc1nc2c(OCc3ccc(F)c(F)c3)cccn2c1N(C)C(=O)CC(C)C | -31%
COc1ccc(-c2sc(N)nc2-c2ccccc2)cc1 | 3%
O=C(COC(=O)/C=C/c1ccc2c(c1)OCO2)NCc1ccc(F)cc1 | 3%
NC(CCc1ccccc1)c1csc(Nc2cnccn2)n1 (stereo not drawn) | -28%
Cc1ccc(C(=O)N[C@H](C(=O)N2CCN(c3ncccn3)CC2)C(C)C)cc1 | -29%
CC1(C(=O)NCc2ccc(C(F)(F)F)cc2)CCN1Cc1ccc(-c2ccccc2)o1 (stereo not drawn) | -25%
CCCCn1nnnc1C(c1ccccc1)N1CCN(c2ncccn2)CC1 (stereo not drawn) | -5%
CCOC1=C2[C@@H](CN(S(=O)(=O)c3ccc(C)cc3)[C@H]2c2ccccc2Cl)[C@H]2C(=O)NC(=O)[C@H]2C1 | 10%
C(=C\c1ccccc1)/CN1CCN(C(c2cccs2)c2nnnn2Cc2ccccc2)CC1 (stereo not drawn) | -26%
CC(C)C[C@H]1CNC(=S)N1C[C@H]1CCCN1C[C@H](Cc1ccc(O)cc1)N1C[C@H](Cc2ccc(O)cc2)N(CC2CCCCCC2)C1=S | -54%

Among those listed so far, these contain a furan ring, fused or not.
SMILES | BRCA1 expr up
CC1(C(=O)NS(=O)(=O)c2cccc(OC(F)F)c2)CCN1C(=O)c1ccco1 (stereo not drawn) | 0%
CC1(C(=O)NCc2ccc(C(F)(F)F)cc2)CCN1Cc1ccc(-c2ccccc2)o1 (stereo not drawn) | -25%

(list continues)
SMILES | BRCA1 expr up
CN(C)c1ccc(C=C(C#N)C(=O)c2ccccc2)cc1Br | 6%
Cc1cc(C(=O)N2CCC2(C)C(=O)NS(=O)(=O)c2ccccc2Cl)nn1C (stereo not drawn) | 41%
CCCN1CNc2c(c(=O)[nH]c(=S)n2CCc2ccccn2)C1 | 0%
O=C(c1[nH]c(C(F)(F)F)nc1-c1ccccc1)N1CCN(c2ccccc2)CC1 | -49%
COc1ccc(Cc2c(-c3ccc(F)cc3)nc3c4ccccc4ccn23)c(C)c1 | -56%
COc1ccc(-c2nc3ccc(NC(=O)CO)cc3c(=O)n2Cc2cccc(Cl)c2)cc1COc1ccc(NC(C)=O)cc1 | -48%
Cc1ccc(S(=O)(=O)NC(=O)C2(C)CCN2C(=O)c2cccc(F)c2)cc1 (stereo not drawn) | 3%
COCCNC(=O)c1cc2c(c(-c3cccc(C#CC(C)(C)O)c3)n1)[C@@H](CCO)N(S(=O)C(C)(C)C)C2 (stereo partly drawn) | 6%
CC(=O)C1=CCC(c2ccccc2)N(S(=O)(=O)c2ccc(Cl)cc2)C1 (stereo not drawn) | -8%
COc1ccc(C(N)c2csc(Nc3ccc(C(F)(F)F)cn3)n2)cc1 (stereo not drawn) | -27%
COc1ccc(-c2ccc(CN3C(C)C(=O)N(Cc4cn(CCC5OCCO5)nn4)CCS3(=O)=O)cc2)cc1OC (stereo not drawn) | -20%
Cc1cccc(NS(=O)(=O)c2ccc(S(=O)(=O)N3CCCC3)cc2)c1 | -19%
O=C(c1ccccc1)c1nn(-c2ccccc2)c(=O)cc1-c1ccccc1 | 0%
CCCCn1c(N)c(N(CCC(C)C)C(=O)CSc2nc3ccccc3s2)c(=O)[nH]c1=O | -2%
COc1ccc(-c2nn(-c3ccccc3)cc2CNC[C@H]2O[C@@H](n3cnc4c(=O)[nH]c(N)nc43)[C@H](O)[C@@H]2O)cc1 | 1%
COc1ccccc1CNC(=O)C1(C)CCCCN1C (stereo not drawn) | 0%
CC1(C(=O)NS(=O)(=O)c2ccccc2Cl)CCN1C(=O)C1CCCCC1 (stereo not drawn) | 12%
Cc1ccc(C(=O)Nc2nnc(COCCO)s2)cc1 | 15%
c1ccc(-c2csc3ncnc(Sc4nnnn4-c4ccccc4)c23)cc1 | -55%
COc1cc(/C=C/c2nc3ccccc3c(=O)[nH]2)ccc1O | 70%
CC1(C)CC(=O)C=C(c2ccc(COC(=O)c3cc(F)cc(F)c3)cc2)C1=O | -12%
CCCCNC(=O)C1(C)CCN1Cc1ccc(C(=O)OCC)cc1 (stereo not drawn) | -1%
CC(=O)N(c1ccc(Cl)cc1)C1SC(=O)N(c2ccccc2)C1=O (stereo not drawn) | 16%
CC[C@@H](NC(=O)[C@@H](Cc1ccccc1)NC(=O)CC[C@H]1O[C@@H](n2ccc(=O)[nH]c2=O)[C@H](O)[C@@H]1O)c1ccccc1 | 15%
COCCNC(=O)C1(C)CCCN(C(=O)c2cccnc2SC)C1 (stereo not drawn) | 0%

In the list so far, these contain two or more sulfur atoms:
SMILES | BRCA1 expr up
CC(C)C[C@H]1CNC(=S)N1C[C@H]1CCCN1C[C@H](Cc1ccc(O)cc1)N1C[C@H](Cc2ccc(O)cc2)N(CC2CCCCCC2)C1=S | -54%
Cc1cccc(NS(=O)(=O)c2ccc(S(=O)(=O)N3CCCC3)cc2)c1 | -19%
CCCCn1c(N)c(N(CCC(C)C)C(=O)CSc2nc3ccccc3s2)c(=O)[nH]c1=O | -2%
c1ccc(-c2csc3ncnc(Sc4nnnn4-c4ccccc4)c23)cc1 | -55%

Next section
SMILES | BRCA1 expr up
COc1ccc(-c2nc3c(C)cc(Br)cn3c2Cc2ccsc2)cc1OC | -24%
Cc1nc(CN(C)c2ncnc3ccc(-c4ccc5c(c4)OCO5)cc23)cs1 | -61%
O=C(C1CCCCC1)N1C[C@H](n2cc(C3CC3)nn2)[C@@H](O)C[C@@H]1c1ccc(Cl)cc1 | -1%
CC1=C(C(=O)N(C)C)CC(CC(=O)NC2CCCC2)C(=O)N1Cc1ccccc1 (stereo not drawn) | 5%
C[C@@H]1CN([C@H](C)CO)C(=O)c2c(c3ccccc3n2C)-c2ccccc2CO[C@H]1CN(C)C(=O)CCC(F)(F)F | -11%
Cc1c(C(=O)NCc2ccc3c(c2)OCCO3)sc(=O)n1Cc1ccccc1C(F)(F)F | -28%
Clc1cccc(Cc2c(-c3ccco3)nc3c4ccccc4ccn23)c1 | 14%
Cc1cn([C@H]2C[C@H](O)[C@@H](/C=C/C(=O)NCCC(c3ccccc3)c3ccccc3)O2)c(=O)[nH]c1=O | 6%
CC(C)c1ccc(Nc2n[nH]c(=S)s2)cc1 | 2.5µM*
CCOC1=C2[C@@H](CN(S(=O)(=O)c3ccc(C)cc3)[C@H]2c2ccccc2)[C@H]2C(=O)N(c3ccccc3)C(=O)[C@H]2C1 | 2%
CCn1c(SCC(=O)N2CCCC2=O)nc2ccccc21 | 6%
Cc1ccc(F)c(S(=O)(=O)NC(=O)C2(C)CCN2C(=O)c2sccc2C)c1 (stereo not drawn) | -10%
CC(CNC(=O)CC[C@H]1O[C@@H](n2cnc3c(NC(=O)c4ccccc4)ncnc32)[C@H](O)[C@@H]1O)c1ccccc1 (stereo partly drawn) | 1%
O=S1(=O)CC(N2CCSCC2)CN1Cc1cn(Cc2ccc(C(F)(F)F)cc2)nn1 (stereo not drawn) | 1%
COc1ccc([C@H]2C[C@H](n3cc(COC(=O)c4ccccc4)nn3)[C@@H](O)CN2C(=O)C2CCCCC2)cc1 | 3%
CCCCN1C[C@H](c2ccc(OC)cc2)[C@@H](CC(=O)Nc2ccc(Br)cc2)C1=O | -3%
COc1cccc(N(CC(=O)N2CCN(Cc3ccccc3)CC2)S(C)(=O)=O)c1 | -15%
O=C(Nc1nnc(Cc2ccccc2)s1)C1CCN(C(=O)c2cccs2)CC1 | -19%
C[C@@H]1CN([C@@H](C)CO)C(=O)CCCn2nncc2CO[C@H]1CN(C)S(=O)(=O)c1ccc2ccccc2c1 | 10%
COC[C@H]1CCCN1c1ccc2c(c1)O[C@@H](COCc1ccccc1)CN([C@@H](C)c1ccccc1)S2(=O)=O | 5%
O=C(O)c1cc2ccc(O)cc2oc1=O | 8%
OC(c1ccccc1)c1ncc(-c2cccc(OCc3ccccc3)c2)[nH]1 (stereo not drawn) | 14%
CCc1nc2c(OCc3ccc(Cl)cc3)cccn2c1N(C)C(=O)c1cccs1 | -24%
O=C(Nc1ccc(Cl)cc1)c1nc[nH]c1C(=O)Nc1ccccc1F | -30%
CCOC(=O)C1=CCC2C(=O)N(C3CCCCC3)C(=O)C12 (stereo not drawn) | -2%

(next part)
SMILES | BRCA1 expr up
CC(C)(C)c1ccccc1NC(=O)Nc1nc(C(N)Cc2ccc(F)cc2)cs1 (stereo not drawn) | 0%
CCCS(=O)(=O)NC(=O)C1(C)CCN(C(=O)Cc2ccc3ccccc3c2)C1 (stereo not drawn) | 9%
COc1cc(N)c2ncccc2c1SC | 0%
COc1ccccc1NC(=O)Nc1nc(C(N)Cc2ccccc2)cs1 (stereo not drawn) | -5%
CCCNC(=O)C1(C)CCN(C(=O)c2ccc3ccccc3c2)C1 (stereo not drawn) | 0%
O=C(NNc1cc(Cl)cc(Cl)c1)c1sccc1Cl | 0%
CCCCCCn1cc(CN2CC(N(C)CCC)CS2(=O)=O)nn1 (stereo not drawn) | 3%
CC(C)NC(=O)C1(C)Cc2c(-c3ccc(N(C)C)cc3)ccnc2O1 (stereo not drawn) | 7%
COC(=O)C(Sc1ccc(Cl)cc1)C1SC(=S)N(Cc2ccccc2)C1=O (stereo not drawn) | -13%
C#Cc1cc(N2CCN(C(=O)c3ccoc3)CC2)n2nc(-c3cccc(Cl)c3)cc2n1 | -52%
Nc1[nH]c(C(=O)c2ccccc2)c(-c2ccccc2Cl)c1C(=O)c1ccccc1 | -18%
COc1ccc(C=CC(=O)c2ccc3cc(OC)c(OC)cc3c2)cc1OC | -88%
C[C@H]1COc2cc(N(C)CCO)ccc2S(=O)(=O)N1 | 13%
O=C(NC(=S)N1CC=CCC1)c1ccccc1 | -12%
C=CCOc1cccn2c(N(C)C(=O)c3ccc(OC)cc3)c(CC)nc12 | 5%
CC1(C)CC(=O)C=C(c2ccc(-c3ccc4[nH]ccc4c3)cc2)C1=O | ?
COc1ccc(/C=C2\SC(=S)N(CCC(=O)N3CCOCC3)C2=O)cc1OC | 13%
CCOC(=O)C1=CCN(S(=O)(=O)c2ccccc2C(=O)OC)C1c1ccc(Cl)cc1 (stereo not drawn) | -39%
COc1ccc(S(=O)(=O)Nc2cccc3cccnc23)c([N+](=O)[O-])c1 | -71%
CCC(CC)C(=O)N(C)c1c(C)nc2c(OCCC3CCCCC3)cccn12 | -15%
O=C(NCc1cccnc1)c1[nH]c(C(F)(F)F)nc1-c1ccccc1 | 0%
Cc1ccc(CNc2ncnc3[nH]ncc23)o1 | -41%
Cc1ccc([N+](=O)[O-])c(NC(=O)COC(=O)CCNS(=O)(=O)c2cccs2)c1C | 1%
O=C1NC(Cc2ccccc2)c2nc3cc(F)c(F)cc3c(=O)n2-c2ncccc21 (stereo not drawn) | 12%
COc1ccccc1CN(C)CC(=O)c1c(C)[nH]c2ccccc12 | -38%

Reformatted with each value named: entries from further up
Cc1ccc([N+](=O)[O-])c(NC(=O)COC(=O)CCNS(=O)(=O)c2cccs2)c1C
  BRCA1 expr up = 1%
Nc1[nH]c(C(=O)c2ccccc2)c(-c2ccccc2Cl)c1C(=O)c1ccccc1
  BRCA1 expr up = -18%

Filtered by structure, those above containing a nitro group on carbon (2)
SMILES | BRCA1 expr up
COc1ccc(S(=O)(=O)Nc2cccc3cccnc23)c([N+](=O)[O-])c1 | -71%
Cc1ccc([N+](=O)[O-])c(NC(=O)COC(=O)CCNS(=O)(=O)c2cccs2)c1C | 1%

More records
SMILES | BRCA1 expr up
O=C1NC[C@@H](CCCCN2CCN(CCC3CCCCC3)C(=O)C2=O)N(Cc2ccccc2)C1=O | 3%
COc1ccc(S(=O)(=O)NC(=O)C2(C)CCN2C(=O)C(C)(C)c2ccccc2)cc1 (stereo not drawn) | -2%
CC1(C(=O)NS(=O)(=O)c2ccc(Cl)cc2)CCN1C(=O)c1cccc(F)c1 (stereo not drawn) | -3%
O=C(NCc1ccccc1Cl)c1ccc2nc([C@@H]3O[C@H](CO)[C@@H](O)[C@H]3O)[nH]c2c1 | 4%
COc1cc(OC)cc(C2=Cc3ccccc3C(CC(=O)c3ccco3)N2c2ccc(-c3ccc(C(N)=O)cc3)cc2)c1 (stereo not drawn) | -42%
CC1(C(=O)Nc2ccc3c(c2)OCCO3)CCN1C(=O)c1ccccc1CCc1ccccc1 (stereo not drawn) | -2%
Oc1ccc(C=NNC(=S)Nc2ccccc2)nc1 | -40%

Source: PubChem (National Center for Advancing Translational Sciences (NCATS))
